High-throughput results: PubChem BioAssay, Sanford-Burnham Center for Chemical Genomics
CYP2C9 activ: human CYP2C9 activators, primary screen, biochemical, luminescence; Cytochrome P450 2C9 (Homo sapiens), P11712; recombinant CYP2C9, luciferin-H conversion; hits give high values; factor 1 = untreated enzyme, 0 = blocked; activation factor at 5 µM; 96,000 tested, 1.4% active; AID 1024, 2008;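 active = activation factor of 2 or more for CYP2C9 at a 5 µM dose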;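 note: 0 = sulfaphenazole-blocked wells and 1 = vehicle-only wells; values of inactives mirror those of a sister screen read the other way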
Target sequence (P11712 whole entry, looked up): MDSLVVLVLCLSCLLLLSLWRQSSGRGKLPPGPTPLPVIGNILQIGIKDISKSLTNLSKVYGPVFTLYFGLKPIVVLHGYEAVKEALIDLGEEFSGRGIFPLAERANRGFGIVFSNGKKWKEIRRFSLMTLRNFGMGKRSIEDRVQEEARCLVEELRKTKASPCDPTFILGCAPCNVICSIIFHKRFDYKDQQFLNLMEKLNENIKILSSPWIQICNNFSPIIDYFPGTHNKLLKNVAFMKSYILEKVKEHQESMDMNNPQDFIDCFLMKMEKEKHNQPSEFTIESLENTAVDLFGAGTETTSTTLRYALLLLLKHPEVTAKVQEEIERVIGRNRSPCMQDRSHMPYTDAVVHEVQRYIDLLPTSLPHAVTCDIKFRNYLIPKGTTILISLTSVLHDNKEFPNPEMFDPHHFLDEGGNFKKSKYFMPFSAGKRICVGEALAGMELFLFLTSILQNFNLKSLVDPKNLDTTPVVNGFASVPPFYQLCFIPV
PLAP activator: PLAP enzyme activators, biochemical, luminescence, HTS; activation fold at 20 µM; purified PLAP enzyme, luminescent substrate read-out; hits give high values; 96,000 tested, 1.2% active; in the data active = activation fold above about 2
CD11b adhes enh: enhancers of CD11b/CD18 adhesion to fibrinogen, primary screen, K562 cells, luminescence; Integrin beta-2 (Homo sapiens) + Integrin alpha-M (Homo sapiens), P05107+P11215; ATPlite luminescence; activation, % at 10 µM; 93,000 tested, 0.07% active;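 active = 10 µM primary screen giving 50% or more activity, confirmed by 40% or more on retest at that dose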; note: strong numbers were not always called active; reference of the scale not given here
CYP2C9 inhib: blockers of cytochrome P450 2C9 activity – biochemical, luminescence, ADME assay, primary screen; inhibition, % at 5 µM; AID 777, 2007; CYP2C9 Supersomes, luciferin-H conversion; 96,000 tested, 20% active;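 active = blocking of liver enzyme CYP2C9 beyond about 50% at 5 µM, limit read from the data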; note: values of inactives mirror those of a sister screen read the other way
Mac1 fbg inh: inhibitors of CD11b/CD18 adhesion to fibrinogen, primary screen, K562 cells, luminescence | AID 1497, 2009 | inhibition, % at 10 µM | 93,000 tested, 0.54% active | ATPlite luminescence; Mn2+ added to activate the integrin | Integrin beta-2 (Homo sapiens) + Integrin alpha-M (Homo sapiens), P05107+P11215;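 active = primary inhibition of 50% or more at 10 µM, then 40% or more on retest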; note: some results filed as inactive read as strong as hits
CYP2C19 inhib: blockers of cytochrome P450 2C19 activity – biochemical, luminescence, ADME assay, primary screen | P33261 | CYP2C19 Supersomes, luciferin-H EGE luminescence, 30 min | inhibition, % at 5 µM | 96,000 tested, 21% active | AID 778, 2007;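 active = CYP2C19 inhibition above a set limit at 5 µM in the primary screen, cut at about 50% in these data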;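 note: plate controls were negative control wells for no effect and 2.5 mM tranylcypromine positive control for full effect; values of inactives mirror those of a sister screen read the other way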
Target sequence (P33261 whole entry, looked up): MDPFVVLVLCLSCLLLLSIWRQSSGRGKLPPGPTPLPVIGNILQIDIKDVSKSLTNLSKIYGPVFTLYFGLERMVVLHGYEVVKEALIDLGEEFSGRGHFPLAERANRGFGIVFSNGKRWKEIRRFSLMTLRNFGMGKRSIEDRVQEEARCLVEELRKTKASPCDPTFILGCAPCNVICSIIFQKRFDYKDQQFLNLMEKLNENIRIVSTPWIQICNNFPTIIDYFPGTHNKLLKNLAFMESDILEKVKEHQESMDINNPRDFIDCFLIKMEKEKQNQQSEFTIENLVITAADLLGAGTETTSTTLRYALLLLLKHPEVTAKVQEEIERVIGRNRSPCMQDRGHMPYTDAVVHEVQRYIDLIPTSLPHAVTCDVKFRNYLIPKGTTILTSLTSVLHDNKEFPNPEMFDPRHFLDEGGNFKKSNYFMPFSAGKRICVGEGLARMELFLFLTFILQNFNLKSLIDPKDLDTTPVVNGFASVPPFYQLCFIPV
CYP2C19 act: human CYP2C19 activators, primary screen, biochemical, luminescence. activation factor at 5 µM. 96,000 tested, under 10 active. Cytochrome P450 2C19 (Homo sapiens), P33261. recombinant CYP2C19, luciferin-H EGE luminescence; hits give high values; 0 = fully inhibited enzyme, 1 = untreated enzyme;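 active = activation factor of at least 2 at 5 µM in the primary screen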;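 note: 0 = wells with 2.5 mM tranylcypromine and 1 = vehicle-only wells; values of inactives mirror those of a sister screen read the other way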
MT1-MMP txn act: MT1-MMP promoter reporter activation – cell-based, luciferase luminescence, primary screen; HT1080 MT1-MMP promoter luciferase reporter, overnight; hits give high values; activation factor at 10 µM; 86,000 tested, 0.16% active; AID 750, 2007;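 active = activation factor of at least 2 for MT1-MMP transcription at 10 µM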
Pyk2 oligo antag: antagonists of Pyk2 self-association, primary screen, Q293 cells, FERM NanoBiT luminescence, HTS | Protein-tyrosine kinase 2-beta (Homo sapiens), Q14289 | hits give low values | z-score (the deposit names both 25 µM and 10 µM) | 99,000 tested, 0.83% active | AID 1347419, 2020;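 active = Z-score of -3 or lower, scaled per plate to the spread of control and sample wells; inactive = z-score above -3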;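 note: negative z-score means lost luminescence so less FERM oligomerization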
* = called active by the depositor; nt = no result given.

SMILES	CYP2C9 activ	PLAP activator	CD11b adhes enh	CYP2C9 inhib	Mac1 fbg inh	CYP2C19 inhib	CYP2C19 act	MT1-MMP txn act	Pyk2 oligo antag
CN1CC(=O)N(C)c2nc(Br)n(C)c2C1=O	1.2	1	-3	-19	16	-14	1.1	1	-0.4
CCn1cc(C(=O)O)c(=O)c2cc(F)c(N3CCN(C(=O)Nc4ccccc4)CC3)cc21	1.2	1.2	-1	-20	-20	-20	1.2	1.1	-1.4
CCCOc1ccc(C2C(C(=O)c3ccc(C)o3)=C(O)C(=O)N2CCN2CCOCC2)cc1OC (centres undefined)	1.2	1.5	2	-18	11	20	0.8	1	-0.4
COc1ccc(-n2nnc3c(=O)n(CC(=O)N4CCCCC4)cnc32)cc1	0.8	1.2	0	23	-28	-7	1.1	1.1	nt
NCCc1nnc(SCc2c(F)cccc2Cl)o1	0.5	0.9	2	53*	2	62*	0.4	1.1	0.01
O=C(NC1CC2CCC1C2)C1COc2ccccc2O1 (centres undefined)	1	1	-5	1	-3	52*	0.5	1.1	0.21
CCCCN(C)C(=O)C(Cc1ccccc1)NS(=O)(=O)c1ccc2c(c1)c(=O)n(C)c(=O)n2C (centres undefined)	0.7	1.5	-1	28	-4	6	0.9	nt	nt
COCCNC(=O)c1cc(-c2ccccc2OC)on1	2.6*	1	-2	-158	-2	24	0.8	1.3	nt
O=C(O)c1cccnc1SC1CC(=O)N(c2cccc(C(F)(F)F)c2)C1=O (centres undefined)	1.1	1.5	-1	-14	6	-19	1.2	1.1	nt
CCOC(=O)c1cc(OC(=O)c2ccccc2OC)n(-c2ccccc2)n1	0.7	1	-1	33	-22	31	0.7	1.1	-1.1
Cc1ccc(-c2nn(-c3ccccc3)cc2C2CC(c3cccs3)=NN2C(=O)CCCC(=O)O)cc1 (centres undefined)	0.4	1.5	0	61*	7	9	0.9	1.1	-1.2
CC(NC(=O)c1cccnc1)C(=O)N1CCCCC1 (centres undefined)	1.1	1.1	-3	-6	1	-12	1.1	1.3	-0.36
CCCCN1C(=O)c2ccc(C(=O)Nc3cccnc3)cc2C1=O	0.5	1.1	0	48	-13	36	0.6	1.3	-0.87
COc1ccc(C(=O)NCc2cccnc2)cc1OC	1	1	-1	-3	15	-4	1	1.1	0.41
Cc1onc(C(=O)N2CCC(C(N)=O)CC2)c1-c1ccccc1Cl	0.7	1	-1	33	-8	3	1	1.2	-0.02
COC(=O)c1sc(NC(=O)C2CCCCC2C(=O)O)c(C(=O)OC)c1C (centres undefined)	0.1	1.3	0	93*	14	-5	1.1	1.2	0.1
COCC(C)NCc1ccc(C)cc1C (centres undefined)	1.1	0.9	2	-12	-54	23	0.8	1.1	1.2
CCSC(C)CC1C/C(=N/O)c2c(C)noc2C1 (centres undefined)	0.4	1.2	-5	61*	12	41	0.6	1	-0.29
COc1cc2ccccc2cc1-c1nnc(COc2ccccc2)o1	1.1	1.1	2	-14	34	11	0.9	1.1	nt
O=C(CSc1nnc(CNC(=O)c2cccs2)o1)NC1CCCCC1	1.2	0.9	3	-23	-4	-16	1.2	nt	1
COc1ccc(OC)c(NC(=O)CN2CCN(C(=O)c3ccco3)CC2)c1	1	1.2	2	3	7	9	0.9	1.1	-0.54
COCCNC(=O)c1cn(C)c(=O)c2cc(OC)c(OC)cc12	1	1	-6	2	-14	-5	1	1	0.12
Cc1ccc(SC(c2ccc(C)cc2)C(Cn2cncn2)C(=O)c2ccccc2)cc1 (centres undefined)	0.6	0.9	-1	37	-3	18	0.8	nt	-1.6
CC(NC(=O)c1ccco1)C(=O)Nc1nc(-c2ccccn2)cs1 (centres undefined)	0.9	2.4*	1	10	-16	6	0.9	1.1	0.26
NC(=O)c1ccsc1NC(=O)COC(=O)Cc1ccsc1	0.5	1	-1	49	-22	40	0.6	1	1.2
O=C(c1cc(-c2ccccn2)nc2c(Cl)cccc12)N1CCN(C(=O)C2CCCO2)CC1 (centres undefined)	1	1.5	-10	-4	-4	-8	1.1	1	0.33
CCOc1ccccc1C(=O)N1CCC(n2nnc3cc(C)ccc32)CC1	0.8	1.2	-1	20	15	21	0.8	1.2	0.45
N#Cc1c(-n2cccc2/C=N/O)sc2c1CCCC2	2.8*	0.9	2	-176	18	40	0.6	1.2	-0.63
CCN(CC)C(=O)c1sc2nc(-c3ccc(OC)cc3)cn2c1C	1	1.3	-1	2	-2	8	0.9	1.5	-0.89
C=CCc1ccc(OCCCOc2ccc(C)c(C)c2)c(OC)c1	0.8	0.9	-1	20	4	16	0.8	1.1	-0.25
COC(=O)CSc1nc(-c2ccccc2)c2c(c1C#N)CCCC2	0.3	1.1	1	69*	3	97*	0	1.2	-2.1
COC(=O)COc1ccc(S(=O)(=O)NC2CCCCCC2)cc1	0.1	1	-4	88*	0	94*	0.1	1.1	0.72
COc1ccc(C(=O)c2sc3nc(-c4ccccc4)ccc3c2N)cc1OC	0.8	1	54	18	4	-1	1	nt	1.3
CCCOC(=O)CSc1nnc(-c2cc(OC)c(OC)c(OC)c2)o1	0.6	1.1	5	45	-14	8	0.9	1	0.8
O=C(C[n+]1ccc(C(=O)N/N=C/c2ccc(Cl)cc2Cl)cc1)c1ccccc1	0.7	1.3	-2	32	1	34	0.7	1.2	0.09
N#CCC(=N)N1CCN(c2ccccc2)CC1	0.8	1	-5	17	-11	30	0.7	nt	0.52
COc1ccc(CNC(=O)CSc2nc3nc(C)cc(C)n3n2)cc1	0.4	1	0	61*	12	20	0.8	1.1	-0.27
CCOC(=O)CSc1nnc(CNC(=O)c2cccs2)n1-c1cccc(C)c1	1	1.2	-5	0	-7	2	1	1.2	0.03
O=C(Nc1nnc(-c2ccc(Cl)cc2)o1)c1nc2ccccc2s1	0.8	1.7	-10	20	5	1	1	nt	nt
COc1ccccc1CN(Cc1nc2ccccc2c(=O)[nH]1)S(=O)(=O)c1ccc(C)cc1	0.3	1.5	-4	74*	2	70*	0.3	1.2	nt
Cc1ccc(C(=O)NCCCCNC(=O)c2ccc(C)o2)o1	1.1	1.1	-4	-11	9	-17	1.2	1.1	1.4
CN(C)/C=C1/C=C(c2ccccc2)OC1=O	1	0.9	1	-5	-35	4	1	1.1	-0.58
COc1cc(C2NC(=O)NC(C)=C2C(=O)OC(C)(C)C)ccc1OCC(=O)O (centres undefined)	1.1	1	0	-10	-18	-6	1.1	1	1.7
COc1ccc(OC)c(NC(=O)C(CC(=O)O)Cc2ccc(Cl)cc2)c1 (centres undefined)	0.6	1.3	-2	40	-12	32	0.7	1.2	1.7
C/C(N)=C(\C#N)C(=O)NCc1ccccn1	0.9	1	-2	14	8	3	1	1.3	1.1
COc1cc(C(c2nnnn2C2CCCC2)N2CCN(C)CC2)cc(OC)c1OC (centres undefined)	0.9	1.7	2	6	-22	-2	1	1	-0.59
CN=C1SC(CC(=O)Nc2cccc(C(F)(F)F)c2)C(=O)N1C (centres undefined)	3.9*	1	-1	-286	6	33	0.7	0.9	-0.22
COc1cc(SC)ccc1C(=O)NC1CCCCC1	0.9	0.9	-2	7	-1	48	0.5	1.3	0.34
CCc1ccc(CNc2ccc(N3CCN(C(C)=O)CC3)cc2)cc1	0.6	1.5	4	38	6	56*	0.4	1.2	-0.15
O=C(N1CCOCC1)N1CCN(S(=O)(=O)N2CCOCC2)CC1	0.9	1.2	-3	6	-1	0	1	1.1	0.33
O=c1[nH]c2cc3c(cc2cc1C(c1nnnn1Cc1ccccc1)N1CCCCCC1)OCCO3 (centres undefined)	0.8	0.9	-1	18	4	14	0.9	nt	0.14
Cc1cc(C)nc(NS(=O)(=O)c2ccc(NC(=O)CN3C(=O)c4ccccc4C3=O)cc2)n1	1	0.9	-5	-1	9	-9	1.1	1.1	nt
O=C(C1CC1)N1CCc2cc(S(=O)(=O)NCC3COc4ccccc4O3)ccc21 (centres undefined)	0.5	0.9	nt	52*	nt	72*	0.3	1.1	1.3
CCc1nnc(NC(=O)CSc2nnc(Cc3cccn3C)n2C)s1	0.9	1	-4	6	-6	39	0.6	1	nt
c1cncc(CSc2nnc(-c3cccnc3)n2Cc2ccco2)c1	0.7	0.9	-4	29	-1	10	0.9	1.1	nt
CC(C)Oc1ccc(C(=O)NC2(C(F)(F)F)N=C3SCCN3C2=O)cc1 (centres undefined)	0.9	1.1	-3	14	0	-17	1.2	1	-0.74
O=C(Nc1ccc(Br)cc1)N1CCCCCCC1	1	1	-2	-4	-3	93*	0.1	1.1	-0.32
COc1ccc(C)cc1C(=O)C1CC(C(=O)O)C(C)(C)C1C (centres undefined)	0.8	0.9	5	21	-19	5	0.9	1	-0.01
CC(C)C(NC(=O)c1ccccc1)C(=O)NC1=NCCS1 (centres undefined)	0.8	1	0	16	-5	31	0.7	1	0.8
Cc1cc(N2C(=O)C(=O)/C(=C(/O)c3ccc(F)cc3)C2c2cccc(Br)c2)no1 (centres undefined)	0.4	1.2	0	61*	-2	20	0.8	1.1	-0.14

Remaining list, next part
SMILES	CYP2C9 activ	PLAP activator	CD11b adhes enh	CYP2C9 inhib	Mac1 fbg inh	CYP2C19 inhib	CYP2C19 act	MT1-MMP txn act	Pyk2 oligo antag
CCOC(=O)C1C(=O)CC(C)(O)C(C(=O)OCC)C1c1ccco1 (centres undefined)	1	1.3	-4	-2	-5	30	0.7	1	0.34
CC(C)N1C(=O)CC(Nc2ccc(N3CCOCC3)cc2)C1=O (centres undefined)	1	0.9	1	-1	10	-3	1	1.2	-0.2
O=C(Cn1cnc2c(nnn2Cc2ccccc2)c1=O)NCc1ccco1	1.4	1	-2	-43	-39	-17	1.2	1.1	nt
Cc1ccc(CNC(=O)CCCn2c(=O)c3ccccc3n(CC(=O)NC3CCCC3)c2=O)cc1	0.3	1.4	nt	75*	nt	31	0.7	1.1	0.08
O=S(=O)(c1ccc(-c2csc(-c3cccnc3)n2)cc1)N1CCCC1	0.7	0.9	5	28	-4	14	0.9	1.2	-2.2
CCn1c(SCc2nnc(-c3ccccc3)o2)nnc1-c1ccc(S(=O)(=O)N2CCCC2)cc1	0.9	1.4	0	10	8	9	0.9	1.2	-0.34
Cn1c(=O)c2c(ncn2CC(O)CNc2ccc(Br)cc2)n(C)c1=O (centres undefined)	0.5	1.5	0	46	2	75*	0.3	1.1	0.89
